Compound activity: PubChem BioAssay, several laboratories
TPT1 inh = Candida albicans TPT1 enzyme inhibitors, primary screen, biochemical, fluorescence polarization. inhibition, % at 5 µM. AID 1962, 2009. 300,000 tested, 0.81% active. recombinant caTPT1, FP RNA substrate dephosphorylation;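 active = inhibition above the mean of all tested compounds plus 3 SD, set per screening campaign, cut at about 24% in these data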;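 also: plate controls were DMSO alone for no effect and ferristatin control at 100 nM for full effect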
procasp3 activ = activators of human procaspase-3 D3A mutant, primary screen, biochemical, absorbance, PC-3 D3A mutant, single concentration | Caspase-3 (Homo sapiens), P42574 | 330,000 tested, 0.11% active | recombinant procaspase-3 D3A, Ac-DEVD-pNA absorbance 405 nm | activation, % at 8.5 µM;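 active = activation above the mean of all tested compounds plus 3 SD, cut at about 21% in these data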;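 also: 0% = DMSO alone and 100% = DMSO wells spiked with extra 5 µM PC-3 D3A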
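assay system = Procaspase-3 D3A mutant | signal = absorbance at 405 nm, 0 and 120 min | times = 1 h preincubation plus 2 h reaction at 25 °C | repeats = single replicate | read-out = % activation between DMSO and enzyme-spiked controls | medium = Zinc-free HEPES saline buffer with Triton X-100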
JMJD2C inh = inhibitors of GASC-1 histone demethylase, primary screen, biochemical, fluorescence, DELFIA europium; GST-JMJD2C(1-420) H3K9me3 demethylation; inhibition, % at 2.35 µM; 330,000 tested, 0.069% active; AID 2099, 2009;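 active = more than half of a compound's replicate wells show inhibition beyond 50%, single wells judged on their own value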;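 also: signal counts dimethyl H3K9 product captured on neutravidin plate; 0% = median of DMSO wells and 100% = 0.3 times that DMSO median; strong numbers were not always called active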
CTSL1 counter = Fasciola hepatica cathepsin L1 inhibitors, primary screen, counter-screen for PFM18AAP inhibitor project, biochemical, QFRET, fluorogenic peptide substrate. AID 1906, 2009. inhibition, % at 5.96 µM. 300,000 tested, 0.49% active. recombinant F. hepatica cathepsin L1, Z-Leu-Arg-MCA fluorescence;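 active = inhibition above the mean of all tested compounds plus 3 SD, set per screening campaign, cut at about 17% in these data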;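 also: 0% = plate median of test compound wells and 100% = 1 µM Z-Phe-Ala-diazomethylketone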
Efflux pump inh = inhibitors of Candida efflux pumps in yeast, primary screen, S. cerevisiae, Nile Red, multiplex; S. cerevisiae Candida pump triplex; inhibition, % at 10 µM; 330,000 tested, 0.44% active; AID 485275, 2010;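 active = plate passing quality check with inhibition over a set limit, or well fluorescence over plate mean plus 4 SD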;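 also: Nile Red retained in pooled yeast measured as flow cytometry median fluorescence; 0% = buffer negative control and 100% = Enniatin B positive control; higher means more Nile Red kept so more efflux inhibition; some compounds called inactive have numbers as strong as hits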
procasp7 counter = procaspase-7 activators, primary screen, counter-screen for procaspase-3 activator project, biochemical, absorbance, HTS, human. 330,000 tested, 0.093% active. recombinant procaspase-7, Ac-DEVD-pNA absorbance 405 nm; D23A/D198A/D206A triple mutant, cannot self-cleave; scale: DMSO 0, 5 µM enzyme 100. activation, % at 8.5 µM;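 active = percent activation above the screen-wide mean plus 3 SD, cut at about 25% in these data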
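Detection: p-Nitroaniline absorbance at 405 nm, read at 0 and 120 min; system: Uncleavable procaspase-7 mutant enzyme; evaluation: % activation from two-timepoint absorbance difference, scaled to controls; times: 1 h enzyme–compound preincubation and 2 h substrate reaction, both 25 °C; buffer or medium: Zinc-free HEPES pH 7.4 with 300 mM NaCl, 0.01% Triton X-100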
PP1 inh = PP1-alpha phosphatase inhibitors, primary screen, counter-screen for PP5 inhibitor project, biochemical, fluorescence, OMFP substrate, single point. purified PP1alpha. inhibition, % at 6.7 µM. 320,000 tested, 0.9% active. AID 2235, 2010;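 active = inhibition above the mean inhibition of all tested compounds plus 3 SD, computed separately for each screening campaign, cut at about 15% in these data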
Target sequence (P62136 whole entry, looked up): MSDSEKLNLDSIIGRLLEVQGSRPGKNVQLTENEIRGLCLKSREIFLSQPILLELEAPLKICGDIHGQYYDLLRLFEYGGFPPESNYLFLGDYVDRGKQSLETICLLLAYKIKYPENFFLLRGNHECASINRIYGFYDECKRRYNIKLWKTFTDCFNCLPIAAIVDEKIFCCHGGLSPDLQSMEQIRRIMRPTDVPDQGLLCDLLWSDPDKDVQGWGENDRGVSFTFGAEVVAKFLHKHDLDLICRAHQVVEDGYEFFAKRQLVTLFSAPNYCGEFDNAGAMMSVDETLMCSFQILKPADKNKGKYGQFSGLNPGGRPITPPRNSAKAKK
PP5 inh = PP5 phosphatase inhibitors, primary screen, biochemical, fluorescence | inhibition, % at 6.7 µM | Serine/threonine-protein phosphatase 5 (Homo sapiens), P53041 | 320,000 tested, 0.18% active | purified PP5c, OMFP substrate fluorescence | AID 1987, 2009;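 active = inhibition above the campaign's mean inhibition across all tested compounds plus 3 SD, cut at about 9.5% in these data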;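 also: 0% = DMSO only and 100% = 100 µM cantharidin control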
Target sequence (P53041 whole entry, looked up): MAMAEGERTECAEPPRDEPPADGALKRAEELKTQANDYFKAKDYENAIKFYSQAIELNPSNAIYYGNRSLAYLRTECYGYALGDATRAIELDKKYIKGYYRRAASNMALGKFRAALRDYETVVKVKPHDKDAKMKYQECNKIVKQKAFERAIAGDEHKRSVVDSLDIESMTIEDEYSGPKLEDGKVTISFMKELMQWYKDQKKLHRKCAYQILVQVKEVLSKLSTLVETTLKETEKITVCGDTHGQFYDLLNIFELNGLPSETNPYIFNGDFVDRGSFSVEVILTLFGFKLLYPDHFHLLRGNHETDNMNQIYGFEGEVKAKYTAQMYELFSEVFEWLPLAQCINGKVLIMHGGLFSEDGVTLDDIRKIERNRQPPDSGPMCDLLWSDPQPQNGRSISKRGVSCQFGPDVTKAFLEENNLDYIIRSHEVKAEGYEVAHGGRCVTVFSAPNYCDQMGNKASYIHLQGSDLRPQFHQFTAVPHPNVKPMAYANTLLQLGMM
core dimer inh = inhibitors of HCV core protein dimerization, primary screen, biochemical, TR-FRET, high-throughput; AID 1899, 2009; TR-FRET GST/Flag-core106 dimerization, 1536-well; 300,000 tested, 0.33% active; inhibition, % at 5 µM;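 active = inhibition above the mean of all tested compounds plus 3 SD, set per screening campaign, cut at about 45% in these data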
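assay system = GST-tagged and Flag-tagged HCV core protein residues 1-106 | controls = unlabelled core106 and no-GST-core106 wells | incubation = compound-protein-antibody incubation 4 h at 22.5 °C | probe or stimulus = Eu donor and XL665 acceptor anti-tag antibodies | read-out = % inhibition based on acceptor/donor emission ratio | signal = TR-FRET 671 and 617 nm emission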
The depositor's hits bear a star; · = no result given; & = joins results of further samples.

Start of the data: the first 4 records, to show the layout:
molecule | TPT1 inh | procasp3 activ | JMJD2C inh | CTSL1 counter | Efflux pump inh | procasp7 counter | PP1 inh | PP5 inh | core dimer inh
Cc1ccc(OCCSCc2nc3ccccc3[nH]2)cc1 | -1 | 1 | -2 | 3 | -0.1 | 5 | 1 | 1.8 | -2
O=C(NC1CCCC1)C(c1ccncc1)N(C(=O)c1csnn1)C1CCCC1 (stereo not given) | -1 | -2 | -13 | -8 | 0.2 | -7 | -2 | -1.4 | 0
O=c1[nH]cc(F)c(=O)[nH]1 | -4 | 12 | -4 | 1 | 0.2 | 6 | -1 | -0.9 | -12
Cc1ccc(N2C(N)=NC(N)=NC2(C)C)c(C)c1 | -3 | 4 | -8 | -2 | -0.1 | 3 | -2 | 1.9 | -4

All compounds of this part, repeating the preview:
molecule | TPT1 inh | procasp3 activ | JMJD2C inh | CTSL1 counter | Efflux pump inh | procasp7 counter | PP1 inh | PP5 inh | core dimer inh
Cc1ccc(OCCSCc2nc3ccccc3[nH]2)cc1 | -1 | 1 | -2 | 3 | -0.1 | 5 | 1 | 1.8 | -2
O=C(NC1CCCC1)C(c1ccncc1)N(C(=O)c1csnn1)C1CCCC1 (stereo not given) | -1 | -2 | -13 | -8 | 0.2 | -7 | -2 | -1.4 | 0
O=c1[nH]cc(F)c(=O)[nH]1 | -4 | 12 | -4 | 1 | 0.2 | 6 | -1 | -0.9 | -12
Cc1ccc(N2C(N)=NC(N)=NC2(C)C)c(C)c1 | -3 | 4 | -8 | -2 | -0.1 | 3 | -2 | 1.9 | -4
CCN(CC(=O)Nc1ccccc1C(F)(F)F)C(=O)C1CSC2(C)CCC(=O)N12 (stereo not given) | -1 | -1 | 6 | 0 | 0.0 | 2 | -7 | 0.3 | 2
COc1cc(Cn2nnc3ccccc32)ccc1O | -3 | 7 | -1 | 1 | -0.2 | -5 | 2 | 1.6 | -1
CCOC(=O)Nc1sc(NS(=O)(=O)c2ccc(C)cc2)nc1C | -1 | -7 | -4 | -2 | 0.0 | -11 | -3 | -1.7 | -8
Cc1ccccc1NC(=O)COc1ccc(Br)cc1CNCCCO | 1 | -1 | -18 | -9 | 0.2 | 3 | -7 | -0.9 | 1
O=C(CN1C(=O)/C(=C\c2cccc(Br)c2)Oc2ccccc21)NCC1CCCO1 (stereo not given) | -2 | -17 | -23 | -4 | 0.6 | -11 | -1 | 2.4 | -2
O=C(O)c1c2c(nc3ccc(S(=O)(=O)N4CCC(C(=O)N5CCCCC5)CC4)cc13)CCCC2 | 1 | 3 | -3 | 5 | -0.4 | -1 | 2 | 2.7 | -17
Cc1ccccc1CNc1nc(N)n(-c2ccccc2)n1 | 0 | 2 | -3 | -3 | -0.3 | -1 | 0 | 1.3 | -11
Cc1ccc(S(=O)(=O)N2CCCCC2)cc1NC(=O)CSc1nc(N)cc(=O)[nH]1 | · | 0 | -1 | · | -0.3 | 6 | · | · | ·
COc1ccc(/C=N/NC(=O)Cn2nc([N+](=O)[O-])cc2C)c(OC)c1OC | -2 | 5 | 4 | 4 | -0.2 | -4 | -1 | 3.3 | -6
CCC1CCCCN1C(=O)C1CC(c2cc(Cl)c(OC)cc2OC)=NO1 (stereo not given) | 2 | -2 | 52 | -2 | 0.0 | 5 | -1 | 2.3 | 1
O=C(NCc1ccco1)c1ccc(Br)s1 | -2 | 6 | 10 | -3 | -0.1 | 11 | 1 | -0.9 | -3
CSc1cccc(CN2CCN(Cc3ccc(F)c(F)c3)C(CCO)C2)c1 (stereo not given) | 0 | 2 | 109 | 1 | 0.2 | -7 | 2 | 5.3 | -4
CC(NC(=O)C(C)N1c2cccc3cccc(c23)S1(=O)=O)c1ccccc1 (stereo not given) | 2 | -7 | 0 | -3 | 0.2 | 1 | 4 | 2.8 | -1
CCOC(=O)N1CCc2c(sc3nc(SC(C)C)n(N)c(=O)c23)C1 | -3 | 6 | -10 | 4 | -0.3 | 3 | 2 | 2.3 | 3
Cc1ccc(/C=C2\Oc3c(ccc(O)c3CN3CCN(CCO)CC3)C2=O)cc1 | 1 | -5 | 6 | 3 | -0.2 | -7 | -5 | -1.9 | -5
Cc1cc(C(=O)NNC(=O)CCC2CCCCC2)c(C)o1 | 4 | -6 | -9 | 6 | 0.1 | 10 | -4 | -3.0 | -4

Whole records, looked up by structure. Screens in order: TPT1 inh	procasp3 activ	JMJD2C inh	CTSL1 counter	Efflux pump inh	procasp7 counter	PP1 inh	PP5 inh	core dimer inh
Record of O=C(CN1C(=O)/C(=C\c2cccc(Br)c2)Oc2ccccc21)NCC1CCCO1 (stereo not given) : -2	-17	-23	-4	0.6	-11	-1	2.4	-2
Record of COc1ccc(/C=N/NC(=O)Cn2nc([N+](=O)[O-])cc2C)c(OC)c1OC : -2	5	4	4	-0.2	-4	-1	3.3	-6

Following part:
molecule,TPT1 inh,procasp3 activ,JMJD2C inh,CTSL1 counter,Efflux pump inh,procasp7 counter,PP1 inh,PP5 inh,core dimer inh
CC(=O)N[C@@H](Cc1c[nH]c2ccccc12)C(=O)OCc1cc(C(F)(F)F)cc(C(F)(F)F)c1,1,-4,·,4,0.1,-1,7,6.7,-9
O=C(NCc1ccc2c(c1)OCO2)C1CCN(S(=O)(=O)c2ccc(Br)s2)CC1,2,-11,-18,6,0.3,1,1,1.2,10
COC(=O)C(C)C1Sc2ccccc2NC1=O (stereo not given),0,1,0,-4,0.1,5,-2,2.9,-2
CCOC(=O)COc1ccc(Cl)cc1C1NC(=O)NC(C)=C1C(C)=O (stereo not given),-2,-5,5,2,0.1,-2,2,3.2,-6
O=C(Nc1ccnn1C1CCN(Cc2ccccc2)CC1)C1CCOC1 (stereo not given),0,6,10,1,0.1,-1,-4,1.1,0
O=C(NC(Cc1ccccc1)c1nc2ccccc2[nH]1)C1CC(=O)N(c2ccc3c(c2)OCCO3)C1 (stereo not given),2,-4,-31&-6,1,-0.2,1,-1,2.2,7
COc1ccc(NC(=O)Nc2cccc3c2O[C@H](CN(C)S(=O)(=O)c2ccc(F)cc2)[C@@H](C)CN([C@H](C)CO)C3=O)cc1,·,2,0,·,0.0,7,·,·,·
O=S(=O)(c1cccc(-c2n[nH]c(=S)n2-c2ccccc2Cl)c1)N1CCOCC1,·,-14,-1,·,0.1,-3,·,·,·
O=S(=O)(c1ccccc1C(F)(F)F)N1CCOCC1,-4,0,5,1,0.1,-3,-3,-1.7,0
Cc1ccc(C(=O)OCN2C(=O)c3ccccc3C2=O)o1,-2,-8,-3,-32,0.2,-1,-2,1.3,3
CC[C@@H](C(=O)n1nc(C)cc1C)[C@H](NS(=O)(=O)c1ccc(C)cc1)c1ccccc1,3,-5,-3,2,0.1,-1,4,0.9,10
COc1cccc2sc(Nc3nnc(-c4ccccc4Cl)o3)nc12,1,17,3,1,0.9,19,6,2.6,-2
O=C(/C=C/c1cccc([N+](=O)[O-])c1)c1ccco1,-1,-6,-5,6,-0.2,-2,-2,-2.5,9
Cc1ccc(C2(C)NC(=O)N(CC(=O)Nc3ccc4c(c3)OCO4)C2=O)cc1 (stereo not given),2,-1,23,-4,0.2,-4,-4,0.5,2
CC1(C)CC[C@]2(C(=O)O)CC[C@]3(CO)C(=CCC4[C@@]5(C)C[C@H](O)[C@H](O)[C@@](C)(C(=O)O)C5CC[C@]43C)[C@@H]2C1 (stereo not given in full),·,0,10,·,0.1,12,·,·,·
CCOC(=O)CN1C(=O)N[C@@H](c2ccc(Br)cc2)C(C(=O)OC)=C1C,-8,-6,-2,1,-0.1,1,1,3.1,-7
COc1cc(/C=N/NC(=O)C[n+]2ccccc2)cc(OC)c1OC(C)=O,-4,2,10,-1,-0.1,-6,1,1.5,-2
Cc1oc(-c2ccc(Cl)cc2)nc1CS(=O)CC(=O)NC1CC1 (stereo not given),-2,7,-9,-2,-0.2,8,5,0.2,2
COC(C(=O)N1CCC(CCC(=O)Nc2ccccc2)CC1)c1ccccc1 (stereo not given),-1,-4,-7,4,0.0,-4,0,4.0,2
Cc1nc(Oc2ccccc2)c2ccccc2n1,4,-5,-9,-4,0.1,-2,3,2.2,2
COc1ccc(OCC(=O)Nc2ccccc2Cl)cc1,-2,2,-3,4,0.0,0,-2,1.1,0
COc1ccc(OCc2cc(C(=O)N3CCCCCC3)no2)c(Cl)c1,1,-4,12,2,0.0,1,1,4.1,17
Cc1ccc(CN(c2ccc(C(=O)Nc3ccc4c(c3)OCO4)cc2)S(C)(=O)=O)cc1,3,6,1,5,-0.2,6,-1,3.2,13
O=C(NC1CCCC1)C1C2C=CC(C2)C1C(=O)N1CCOCC1 (stereo not given),1,-4,·,0,0.3,-6,0,-1.3,0
COc1cccc(CCNC(=O)c2ccc(OC)c(OC3CCN(C(C)C)CC3)c2)c1,0,-3,4,-6,-0.1,-3,-2,-0.7,0
O=C(C1CC1)N1CCc2sccc2C1c1ccc(Cl)cc1 (stereo not given),-4,7,0,-1,-0.1,4,2,3.2,-4
O=C(Nc1nnc(-c2ccc(Cl)cc2)o1)c1ccc(N2C(=O)CCC2=O)cc1,-2,3,1,-5,0.4,9,2,4.1,-6
O=C(O)c1ccc(CNC(=O)C23CC4CC(CC(C4)C2)C3)cc1,-6,-2,31,-3,0.0,7,-3,0.9,-4
COc1ccccc1NC(=O)Cn1nnc(C(=O)NCCc2ccccc2)c1N,-1,4,-3,3,-0.1,1,-1,-0.7,8
Cc1ccc(NC(=O)CSc2nnc(-c3ccncc3)n2C)cc1C,-1,5,4,-1,-0.1,12,1,0.7,-1
Cc1cccc(NC(=O)CCC2CCN(C(=O)C3CC=CCC3)CC2)c1 (stereo not given),3,-5,0,-2,1.2,6,-4,1.9,0
N#CN=C1SCCS1,6,-8,·,3,0.1,-1,2,-0.3,3
